Screening data from PubChem.
MITF inh: MITF inhibitors, primary screen, biochemical, AlphaScreen, human. Microphthalmia-associated transcription factor (Homo sapiens), O75030. AlphaScreen MITF homodimerization, bead proximity signal. hit rate 0.91% among 650,000. inhibition, % at 2.6 µM; in the data active means inhibition above about 50%;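 further: 0% = vehicle wells with protein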
Target sequence (O75030 whole entry, looked up): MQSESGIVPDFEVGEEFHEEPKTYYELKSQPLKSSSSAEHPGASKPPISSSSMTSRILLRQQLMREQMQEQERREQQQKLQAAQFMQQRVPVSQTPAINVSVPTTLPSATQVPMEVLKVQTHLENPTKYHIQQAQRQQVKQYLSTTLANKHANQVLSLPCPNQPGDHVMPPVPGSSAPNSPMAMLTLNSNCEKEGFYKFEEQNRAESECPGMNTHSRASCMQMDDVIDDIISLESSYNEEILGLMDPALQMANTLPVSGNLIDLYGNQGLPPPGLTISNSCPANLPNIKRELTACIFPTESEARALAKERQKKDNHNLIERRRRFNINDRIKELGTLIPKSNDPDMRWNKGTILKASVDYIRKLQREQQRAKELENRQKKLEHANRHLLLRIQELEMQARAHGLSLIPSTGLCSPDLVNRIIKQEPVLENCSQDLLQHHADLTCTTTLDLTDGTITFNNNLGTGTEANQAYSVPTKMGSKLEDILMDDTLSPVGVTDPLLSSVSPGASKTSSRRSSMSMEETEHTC
FBW7 act: FBW7 E3 ligase activators, primary screen, biochemical, AlphaScreen, human; AlphaScreen FBW7–phospho-cyclin E peptide binding, activator screen; normalized activity (activation), % at 26.1 µM; hit rate 0.13% among 650,000; in the data active means normalized activity above about 1.9%;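 further: purified mutant Fbw7 with reduced substrate affinity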
TEAD-YAP block: TEAD-YAP interaction inhibition, primary screen, TEAD-YAP interaction inhibitor project, luminescence, HEK-TIYL cells | inhibition, % at 9.12 µM | AID 1259422, 2018 | hit rate 1.4% among 640,000 | TEAD-Gal4/YAP UAS-luciferase luminescence; in the data active means inhibition above about 32%;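 further: 0% = median of test compound wells and 100% = reference inhibitor wells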
GPR151 activ: activators of human GPR151, primary screen, cell-based, PathHunter beta-arrestin, luminescence; G-protein coupled receptor 151 (Homo sapiens), Q8TDV0; PathHunter beta-arrestin GPR151 cells; activation, % at 11.2 µM; hit rate 1% among 650,000; in the data active means activation above about 4.9%;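 further: 0% = median of compound wells and 100% = cells with positive control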
Target sequence (Q8TDV0 whole entry, looked up): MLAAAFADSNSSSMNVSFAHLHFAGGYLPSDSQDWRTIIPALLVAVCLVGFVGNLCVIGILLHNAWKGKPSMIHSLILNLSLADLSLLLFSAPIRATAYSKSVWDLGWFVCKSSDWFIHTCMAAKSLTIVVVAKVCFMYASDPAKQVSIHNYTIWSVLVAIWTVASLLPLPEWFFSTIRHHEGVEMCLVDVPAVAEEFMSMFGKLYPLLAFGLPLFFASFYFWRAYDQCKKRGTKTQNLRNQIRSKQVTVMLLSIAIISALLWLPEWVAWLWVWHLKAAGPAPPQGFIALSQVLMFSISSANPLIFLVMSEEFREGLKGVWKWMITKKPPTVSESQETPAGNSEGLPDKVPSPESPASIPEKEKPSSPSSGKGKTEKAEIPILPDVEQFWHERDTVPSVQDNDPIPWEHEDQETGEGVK
An asterisk follows results filed as active.

SMILES | MITF inh | FBW7 act | TEAD-YAP block | GPR151 activ
COc1cc(C(=O)NC(=S)Nc2ccccc2N2CCOCC2)cc(OC)c1OC | -5 | -0.1 | -4 | -0.4
Cc1cc(C(=O)Nc2ccc3c(c2)C(=O)N(C)C3=O)n(C)n1 | -8 | -0.1 | -1 | -0.9
Cc1c(C(=O)N2CCCCC2C)sc2ncn(CC(=O)N3CCCC3)c(=O)c12 (centres undefined) | 13 | 0.1 | -2 | 0.9
Cc1ccccc1CNC(=O)c1ccc(C2SCC(=O)N2Cc2ccccc2)cc1 (centres undefined) | -1 | 0.0 | 3 | 1.6
O=C(OCC(=O)c1c[nH]c2ccccc12)c1cncc(Br)c1 | 7 | 0.8 | -3 | -0.8
COc1cccc(C2=CC(c3cccc(OC)c3)n3ncnc3N2)c1 (centres undefined) | -4 | -0.1 | 39* | -0.4
Cc1nnc2c(N3CCN(c4ccc([N+](=O)[O-])cc4)CC3)nc3ccccc3n12 | -6 | -0.2 | -5 | 0.2
Cc1cn2c(=O)c(C(=O)Nc3ccc(F)cc3F)cnc2s1 | 8 | 0.1 | -40 | 2.3
FC(F)(F)c1ccc(Cn2cnc3c(NCc4cccnc4)nc(N4CCOCC4)nc32)cc1 | 4 | 0.1 | -16 | -1.4
CC(=O)Nc1ccc(NC(=O)c2cc3c(C)nn(-c4ccccc4)c3s2)cc1 | 10 | 0.2 | 4 | -0.9
CCCn1nnnc1NCc1ccc2c(c1)OCO2 | 16 | 0.6 | 9 | 1.5
Cc1cccc(C(=O)Nc2scc(-c3cccs3)c2C(=O)O)c1 | -4 | 0.2 | 2 | 0.4
CCc1ccc(NC(=O)CSc2nnc(Cc3cccn3C)n2C)cc1 | -6 | -0.3 | -4 | -0.2
CCN1C(=O)/C(=C/c2ccc(OCc3cccc([N+](=O)[O-])c3)cc2)NC1=S | 3 | -0.1 | 4 | -2.3
O=C(NC1=NCCC1)c1ccccc1[N+](=O)[O-] | 14 | -0.1 | -4 | -0.8
CC(NC(=O)c1ccc(Br)cc1)C1COc2ccccc2O1 (centres undefined) | 8 | 0.4 | 1 | 1.8
CCN(CC)C(=O)C1Sc2nnc(C)n2NC1c1ccc(OC)cc1 (centres undefined) | -23 | 0.0 | -2 | 0.7
O=C(CSc1nc2ccccc2c(=O)n1CCc1cnc[nH]1)c1ccc(F)cc1 | 3 | 0.1 | -30 | -1.5
O=C(N/N=C/C(Cl)=C/c1ccccc1)c1cccs1 | 8 | -0.1 | -66 | -1.8
O=C(NCc1ccccc1)C(=O)NCC1OCCc2ccccc21 (centres undefined) | -5 | -0.1 | -2 | 2.1
COc1cc(OC)cc(C(=O)NNC(=O)CCOc2ccccc2OC)c1 | 5 | 0.1 | 9 | -0.6
COc1ccc(C(C)C)cc1S(=O)(=O)n1cnc2ccccc21 | 3 | 0.1 | 5 | 1.3
CCOC(=O)C1(Cc2cccc(OC)c2)CCN(Cc2cccnc2)CC1 | 3 | -0.1 | -2 | -0.4
Cc1ccccc1-n1c(-c2ccccc2)cn2c3c(=O)[nH]c(=O)n(C)c3nc12 | 6 | -0.1 | -12 | 1.3
Cc1ccc(N2NC(=O)/C(=C\c3ccc(O)cc3)C2=O)cc1Cl | 2 | 0.0 | 1 | -1.2
Next compounds follow.
SMILES | MITF inh | FBW7 act | TEAD-YAP block | GPR151 activ
O=C(COc1ccccc1)Nc1ccc(N2CCC(NCc3ccsc3)CC2)cc1 | 13 | -0.1 | 25 | 0.4
Cc1nc2sc3c(c2c2nn(CC(=O)NC(C)(C)C)c(=O)n12)CCC(C)C3 (centres undefined) | 14 | 0.1 | 4 | -2.3
COc1ccc(-c2nnn(CN3CCCCC3)n2)cc1OC | 12 | 0.1 | 10 | 0.7
Nc1nonc1-c1noc(-c2cc([N+](=O)[O-])cc([N+](=O)[O-])c2)n1 | 2 | 0.0 | 9 | -0.4
CSc1nc(-c2ccccc2)c(NC(=O)CCc2ccccc2)s1 | 20 | 0.8 | -6 | -0.2
OC1CCN(Cc2ccc3c(c2)CN(Cc2cccn2-c2ccccn2)CCO3)CC1 | 17 | 0.7 | 0 | -0.2
O=C(CCC1CCCC1)N1CCC[C@@H]1Cn1nc(-c2cccs2)ccc1=O | 15 | 0.3 | 5 | -0.2
COc1ccccc1-n1nc(C(=O)Nc2ccccc2F)c2ccccc2c1=O | 14 | 0.2 | 9 | -1.6
COc1ccc(NC(=O)NNC(=O)COc2cc(C)c(Cl)c(C)c2)c(OC)c1 | -5 | -0.1 | 8 | -0.6
O=C(CCC1CCCC1)N1CCC(O)(c2cccnc2)CC1 | -8 | -0.1 | 2 | 0.8
CCn1nc(C)c(CN2CCC3(CC2)CC3C(=O)Nc2ccc(OC)c(Cl)c2)c1C (centres undefined) | 8 | 0.3 | 3 | 0.3
Cc1cccc2c(NCc3ccccc3F)nc(CNS(=O)(=O)c3ccsc3)nc12 | -10 | -0.1 | 3 | -0.4
CC(C)n1c(Nc2ccc3ncccc3c2)nc2c(N)ncnc21 | 7 | 0.6 | -29 | 0.9
CC(C)[C@@H](CO)Nc1ccc2ncc(-c3ccc4ccccc4c3)n2n1 | -22 | -0.3 | 14 | -0.8
CCCCOC(=O)c1ccc(-c2ccc(/C=c3\sc4nc5ccccc5n4c3=O)o2)cc1 | -1 | -0.1 | 1 | -0.1
O=C(Cc1ccccc1)Nc1nc(=O)c2ccccc2s1 | 4 | -0.1 | -7 | -0.6
Cc1ccc(-c2cc(C(=O)N3CCC4(CCC(=O)N4C)CC3)c3ccccc3n2)cc1 | -3 | 0.0 | -4 | -0.3
Cc1cccc(C)c1NC(=O)C(=O)NCc1ccccc1Cl | 1 | 0.1 | -1 | 0.2
Cc1ccccc1NC(=O)C(=O)NCC1CCCN1S(=O)(=O)c1ccccc1 (centres undefined) | 4 | 0.0 | 1 | 0.1
Cc1ccccc1NC(=O)CSc1nc(C(C)C)nc2c1c(=O)n(C)c(=O)n2C | -7 | 0.0 | 3 | 0.3
CC(C)Nc1cnn(C23CC4CC(CC(C4)C2)C3)c(=O)c1Cl | 0 | 0.0 | -6 | -0.2
O=C(CSc1cn(CCNC(=O)c2ccccc2F)c2ccccc12)Nc1ccccc1F | -5 | 0.2 | -4 | -1.6
O=C(CCC(=O)Nc1ccccc1F)Nc1ccccc1F | -6 | 0.0 | 1 | 0.4
O=C(O)Cc1c[nH]c2c(F)c(F)c(F)c(F)c12 | 3 | -0.1 | -1 | 0.1
Cn1c(Sc2ccc(C(F)(F)F)cc2[N+](=O)[O-])nnc1-c1ccc(C(C)(C)C)cc1 | 11 | 0.0 | 12 | -0.4
The list goes on.
SMILES | MITF inh | FBW7 act | TEAD-YAP block | GPR151 activ
Cc1ccc2nc(-c3ccc4c(c3)OCCO4)cc(C(=O)O)c2c1 | 0 | 0.0 | -7 | 4.3
C=CCOC(=O)C1=C(C)OC(N)=C(C#N)C1c1ccccc1Cl (centres undefined) | 3 | 0.0 | 2 | -0.8
CC(C)NC(=S)Nc1cccc(C(=O)O)c1 | 10 | 1.1 | -4 | 0.7
COc1cc2c(cc1OC)C(COc1ccccc1OC)N(C(=O)Cc1ccc(F)cc1)CC2 (centres undefined) | 10 | 0.0 | 8 | 1.3
CCOC(=O)c1sc2nc(SCC#N)n(CCCN3CCCC3=O)c(=O)c2c1C | -5 | -0.1 | 7 | 2.1
CCCNC(=O)Cn1cnc2sc(C(=O)NCc3cccnc3)c(C)c2c1=O | 2 | -0.2 | -9 | -1.6
Cc1nn(-c2ccccc2)c2sc(C(=O)NN3CCN(C)CC3)cc12 | -4 | 0.0 | -4 | -0.7
CC(O)CSc1nc2c(c(=O)[nH]c(=O)n2C)n1CC(O)COc1ccc(Cl)cc1 (centres undefined) | 1 | 0.0 | 7 | 0.2
C/C(=N/NC(=O)CNS(=O)(=O)c1ccc(C)cc1)c1cccc([N+](=O)[O-])c1 | 15 | 0.0 | -1 | 2.7
CCNC(=O)COC(=O)/C=C/c1cccc(F)c1 | -15 | -0.2 | 5 | -2.1
CN(Cc1ccco1)C(=O)c1ccc(CNc2c(N3CCCCC3)c(=O)c2=O)cc1 | 15 | 0.2 | 5 | 1.8
O=C(O)c1cc(NC(=O)c2ccc(Cl)cc2)cc(C(=O)O)c1 | -3 | 0.2 | -2 | 0.5
COC(=O)C1=CN(C2CC2)C=C(C(=O)OC)C1c1ccsc1 | -68 | 0.0 | -4 | -1.3
CC(C)Oc1ccc(C(CC(=O)O)NC(=O)c2cccc(Br)c2)cc1 (centres undefined) | -3 | -0.2 | 3 | -0.8
Cc1cccc(NC(=S)NC23CN4CN(CN(C4)C2)C3)c1 | 1 | -0.2 | 3 | 4.2
O=S(=O)(Nc1ccccc1O)c1ccc2ccccc2c1 | -13 | -0.1 | -21 | 0.1
O=[N+]([O-])c1ccc(-c2nnn(CCN3CCCCC3)n2)cc1 | 10 | 1.1 | 9 | -2.5
O=C(CSc1nc2ccccc2c(=O)n1-c1ccc(OC(F)F)cc1)c1ccc(Cl)cc1 | 17 | 0.4 | 6 | -0.4
Cc1c(Br)c([N+](=O)[O-])nn1CC(=O)Nc1sc2c(c1C#N)CCCCC2 | -3 | 0.0 | -16 | -1.4
CCOc1ccc(NC(=O)C(C)SC(N)=O)cc1 (centres undefined) | -10 | -0.1 | 13 | -1.8
CCOc1ccc(-c2csc(/C(C#N)=C/c3ccc(OC)cc3)n2)cc1 | 11 | 0.1 | -17 | -0.1
COc1ccc2ccccc2c1-c1nnc2ccc(C(F)(F)F)cn12 | -4 | 0.1 | -7 | -0.9
CN1C(=O)N(C)C2(c3ccccc3)NN3C(=O)CSC3=NC12c1ccccc1 (centres undefined) | 0 | -0.1 | -3 | 0.5
CCN1CCCC1CNc1ncnc2sc(C(=O)N3CCOCC3)c(C)c12 (centres undefined) | 11 | 0.0 | 5 | -0.9
CCOc1ccccc1-c1noc(CCC(=O)Nc2cccc(C)c2)n1 | -16 | -0.1 | -5 | 0.2

Shown as a markdown table: part of the list above
| Molecule | MITF inh | FBW7 act | TEAD-YAP block | GPR151 activ |
| --- | --- | --- | --- | --- |
| Cc1ccc2nc(-c3ccc4c(c3)OCCO4)cc(C(=O)O)c2c1 | 0 | 0.0 | -7 | 4.3 |
| C=CCOC(=O)C1=C(C)OC(N)=C(C#N)C1c1ccccc1Cl (centres undefined) | 3 | 0.0 | 2 | -0.8 |
| CC(C)NC(=S)Nc1cccc(C(=O)O)c1 | 10 | 1.1 | -4 | 0.7 |
| COc1cc2c(cc1OC)C(COc1ccccc1OC)N(C(=O)Cc1ccc(F)cc1)CC2 (centres undefined) | 10 | 0.0 | 8 | 1.3 |
| CCOC(=O)c1sc2nc(SCC#N)n(CCCN3CCCC3=O)c(=O)c2c1C | -5 | -0.1 | 7 | 2.1 |
| CCCNC(=O)Cn1cnc2sc(C(=O)NCc3cccnc3)c(C)c2c1=O | 2 | -0.2 | -9 | -1.6 |
| Cc1nn(-c2ccccc2)c2sc(C(=O)NN3CCN(C)CC3)cc12 | -4 | 0.0 | -4 | -0.7 |
| CC(O)CSc1nc2c(c(=O)[nH]c(=O)n2C)n1CC(O)COc1ccc(Cl)cc1 (centres undefined) | 1 | 0.0 | 7 | 0.2 |
| C/C(=N/NC(=O)CNS(=O)(=O)c1ccc(C)cc1)c1cccc([N+](=O)[O-])c1 | 15 | 0.0 | -1 | 2.7 |
| CCNC(=O)COC(=O)/C=C/c1cccc(F)c1 | -15 | -0.2 | 5 | -2.1 |
| CN(Cc1ccco1)C(=O)c1ccc(CNc2c(N3CCCCC3)c(=O)c2=O)cc1 | 15 | 0.2 | 5 | 1.8 |
| O=C(O)c1cc(NC(=O)c2ccc(Cl)cc2)cc(C(=O)O)c1 | -3 | 0.2 | -2 | 0.5 |

(next part)
SMILES | MITF inh | FBW7 act | TEAD-YAP block | GPR151 activ
O=C(OCc1csc(-c2ccccc2)n1)C1CCN(S(=O)(=O)c2cccs2)CC1 | 12 | -0.1 | -8 | 1.5
NC1=NC(=O)S/C1=C\c1ccc(Cl)cc1 | -11 | 0.0 | -9 | -0.4
O=C(Nc1c(-c2ccccc2)nc2ccccn12)c1cccs1 | 6 | 0.0 | 5 | -0.4
COc1cccc(C(O)c2nc3ccccc3n2C)c1OC (centres undefined) | -1 | -0.1 | -7 | -0.4
COc1ccc(-n2ncc3c(SCC(=O)Nc4cccc(NC(C)=O)c4)ncnc32)cc1 | 1 | 0.3 | -15 | 1.2
O=C(Cc1cccc2ccccc12)NCCCNC(=O)Cc1cccc2ccccc12 | 2 | 0.0 | -2 | -0.9
CCOC(=O)c1c(NC(=O)COc2ccc(C)cc2C(C)(C)C)sc2c1CCC(C)C2 (centres undefined) | 6 | 0.0 | 0 | -0.9
O=C(Nc1ncccn1)c1c(O)c2cccc3c2n(c1=O)CCC3 | -3 | 0.0 | -4 | -1.5
CCOC(=O)C1=C(C)NC(=O)C(C(N)=O)C12CCCCC2 (centres undefined) | -14 | -0.1 | -3 | 0.2
CC1CC2CC(=O)CC(C1)C2 (centres undefined) | 3 | 0.4 | 0 | 0.2
CCOC(=O)C1=C(CNC(C)(C)CC(C)(C)C)NC(=O)NC1c1cccc([N+](=O)[O-])c1 (centres undefined) | 21 | 0.2 | -4 | -0.6
O=C(NCc1ccccc1)C1CC=CCC1C(=O)OCC1CCCO1 (centres undefined) | 2 | -0.1 | -5 | 1.0
Cc1ccc2c(c1)-c1onc(C(=O)NCCOC34CC5CC(CC(C5)C3)C4)c1CO2 | 2 | -0.3 | -2 | 0.6
COc1cc(C=C2C(=O)NC(=O)NC2=O)ccc1OC(=O)c1ccco1 | 20 | -0.9 | 2 | -0.1
CCOC(=O)N1CCN(C(=O)NCc2noc3ccccc23)CC1 | 5 | 0.4 | -1 | 0.5
Cc1cccc(-n2cc(-c3ccccc3)c3c(Nc4ccc(F)cc4)ncnc32)c1 | 2 | -0.2 | 8 | 1.5
